KCNQ2 inh = KCNQ2 channel blockers in CHO-K1 cells – cell-based, FluxOR thallium flux, B-score, primary screen (AID 2156) | O88943 | 20 min; stronger effect = lower value | B-score at 10 µM | 1.1% of 310,000 active;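 active = fluorescence ratio B-score at most minus 3 library SDs, with starting brightness B-score within 2 library SDs, cut at about -5.5 in these data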
Kir21 block = blocks the mouse Kir2.1 inward-rectifier potassium channel. P35561. AID 1672. HEK293-Kir2.1, FluxOR thallium flux fluorescence; stronger effect = lower value. 0.85% of 310,000 active. B-score at 10 µM;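 active = fluorescence ratio B-score at or below minus 3 SD of library scores, with starting-brightness B-score within 2 SD, cut at about -4.2 in these data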;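 also: channel flux triggered by added potassium and thallium sulfate stimulus; B-score of peak minus minimum fluorescence over baseline after thallium stimulus; more negative B-score means stronger Kir2.1 block with less thallium influx; some compounds called inactive have numbers as strong as hits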
Target sequence (P35561 whole entry, looked up): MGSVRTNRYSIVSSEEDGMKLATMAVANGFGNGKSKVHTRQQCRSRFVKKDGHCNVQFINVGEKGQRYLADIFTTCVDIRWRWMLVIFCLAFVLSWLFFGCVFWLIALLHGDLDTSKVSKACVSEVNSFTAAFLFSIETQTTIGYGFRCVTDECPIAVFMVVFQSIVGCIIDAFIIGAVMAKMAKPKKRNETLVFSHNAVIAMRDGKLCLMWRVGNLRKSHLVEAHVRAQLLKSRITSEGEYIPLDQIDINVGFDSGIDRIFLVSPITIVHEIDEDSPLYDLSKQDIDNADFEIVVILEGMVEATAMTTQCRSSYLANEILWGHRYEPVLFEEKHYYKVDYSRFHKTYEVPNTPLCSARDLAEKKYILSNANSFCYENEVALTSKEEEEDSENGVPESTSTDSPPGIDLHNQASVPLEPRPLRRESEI
Starred values were filed as active, the others as inactive; i = inactive. Rows are unselected, and some 1.8% of all compounds hit somewhere here.

KCNQ2 inh | Kir21 block | Structure
i | -0.21 | CC#CCN1c2ccccc2[C@]23C[C@@H](C(=O)OC)N(C(=O)c4ccc(Br)cc4)C2=NC(C(=O)OC)=C(C(=O)OC)[C@H]13
i | 0.06 | COc1ccccc1-n1ccnc(SCC(=O)NC2CCCC2)c1=O
i | 2.6 | COc1cc(/C=N/NC(=O)C(=O)N2CCCCCC2)ccc1O
i | 0.67 | O=C(/C=C/c1ccccc1)N1CCN(C(=O)c2ccco2)CC1
i | -0.08 | Cc1cccnc1NC1CCCCC1
i | 0.03 | S=c1[nH]nc(CN2CCCCC2)n1Cc1ccccc1
i | 0.81 | CCN(CC)S(=O)(=O)c1ccc2nc(CCl)[nH]c2c1
i | 0.92 | COc1cccc(C2=NOC(C(=O)Nc3cccc(C(C)=O)c3)C2)c1 (stereo unspecified)
i | 0.76 | O=C(CSc1ncnc2scc(-c3ccccc3)c12)Nc1ccc(C(=O)O)cc1
i | 0.44 | Cc1cccc(NC(=O)c2ccccc2NC(=O)Cc2ccccc2)c1C
i | 1.07 | Cc1ccc(C2(C(F)(F)F)NC(=O)N3CCN=C3S2)cc1 (stereo unspecified)
i | 0.01 | O=[N+]([O-])c1cc(/C=N\Nc2ccccn2)ccc1Cl
i | -1.15 | NC(=O)CSc1nc2scc(-c3ccco3)c2c(=O)n1-c1ccccc1
i | -1.07 | O=C(CSc1nc2ccccc2o1)N1c2ccccc2Sc2ccc(Cl)cc21
i | -1.14 | Cc1oc(-c2ccc(Cl)cc2)nc1CS(=O)CC(=O)NCCCN1CC(C)CC(C)C1 (stereo unspecified)
i | -0.31 | Cc1ccc([N+](=O)[O-])cc1N=Nc1c(C)[nH]n(C(N)=S)c1=O
i | 2.91 | CCCn1nnc(NC(=O)C(C)Oc2ccc(Cl)cc2Cl)n1 (stereo unspecified)
i | 0.04 | COC(=O)c1ccc(CSc2nc3c(cnn3-c3ccc(C)cc3)c(=O)[nH]2)o1
i | 0.67 | O=C(Nc1ccc(S(=O)(=O)N2CCCCC2)cc1)c1ccc(CN2CCc3ccccc3C2)cc1
i | -0.16 | CN(C)c1ccc(S(=O)(=O)N2CCCCC2)cc1NC(=O)C1=NN(c2ccccc2)C(=O)CC1
i | -2.87 | CCOC(=O)[C@@H]1[C@H]2COc3ccccc3[C@@H]2N2C(=O)N(c3ccc(F)cc3)C(=O)[C@]12C
i | -0.18 | CCOc1ccc(S(=O)(=O)N(CC(=O)N/N=C/c2ccc(-c3ccc([N+](=O)[O-])cc3)o2)c2ccccc2)cc1
i | -0.83 | Cc1cccc(NC(=O)CCNS(=O)(=O)c2cccc3nsnc23)c1C
i | 2.21 | COc1ccc(Nc2nc(Cl)nc(NCc3ccco3)n2)c(OC)c1
i | -0.04 | COC(=O)N/N=C/c1cn(CCOc2cccc(OC)c2)c2ccccc12
i | -0.17 | CCN1CCN(CCC(=O)Nc2ccc(C)cc2)CC1
i | 0.34 | CCN1CCN(C(=O)CN(C)S(=O)(=O)c2ccc(OC)cc2)CC1
i | -2.86 | CC(=O)N1CCSc2ccc(S(=O)(=O)Nc3ccccc3C)cc21
i | -2.15 | CC(C)(C)c1nnc(N/N=C/c2ccccc2)n(N)c1=O
i | 0.93 | Cn1c(=O)n(C)c2cc(NS(=O)(=O)c3ccccc3[N+](=O)[O-])ccc21
i | -2.38 | COC(=O)c1cccc(N2CCCC2=O)c1
i | -0.1 | CCOC(=O)c1ccc(CN(Cc2ccccc2)S(=O)(=O)c2cccc([N+](=O)[O-])c2)cc1
i | -0.76 | CCc1ccc(S(=O)(=O)n2c(C)nc3ccccc32)cc1
i | -1.23 | Cc1ccc(C2=NNC(c3ccc(Cl)cc3)=Nc3ccccc32)o1
i | 1.72 | CC(=O)Nc1ccc(C(=O)NNC(=O)C2C3CCCCC32)cc1 (stereo unspecified)
i | 0.21 | COc1ccc(NC(=O)CCC(=O)OCc2ccc([N+](=O)[O-])cc2)cc1
i | -0.48 | O=c1[nH]c(C2CCN(S(=O)(=O)/C=C/c3ccccc3)CC2)nc2c1nnn2Cc1ccccc1
i | -1.49 | COc1ccc(NC(=O)CSc2nc3[nH]ncc3c(=O)[nH]2)c(OC)c1
i | -0.63 | Cn1cnnc1SC1c2cccc3cccc(c23)C1NS(=O)(=O)c1ccccc1 (stereo unspecified)
i | -1.04 | Cn1c(=O)cc(SCC(=O)NCCC2=CCCCC2)c2ccc(Cl)cc21
i | -0.7 | COc1ccccc1CN(C)C(=O)CN1C(=O)c2ccccc2C1=O
i | -0.61 | Cc1cccc(C)c1NC(=O)C1(NC(=O)c2cnccn2)CCCCC1
i | -1.5 | Cc1ccc(C(c2ccc(C)o2)c2cccc([N+](=O)[O-])c2O)o1
i | 0.11 | Oc1oc(-c2ccc(Br)cc2)nc1/C=N/c1ccccn1
i | 0.99 | CC1CN(C(=S)Nc2cccc(Cl)c2)CC(C)O1 (stereo unspecified)
i | -0.78 | Cc1ccc(SC(C)c2nc(-c3ccccc3)no2)cc1 (stereo unspecified)
i | -0.2 | CN(Cc1c(F)cccc1Cl)C(=O)c1cc2ccccc2o1
i | -0.64 | C/C(=N\S(=O)(=O)c1ccc(C)cc1)Nc1cc(C(C)C)c(O)cc1C
i | 1.13 | [O-][n+]1ccccc1/C=C/c1ccccc1
i | -0.66 | COc1ccc(Oc2cccc(Cl)c2CNC(=O)CSCC(=O)O)cc1
i | -0.2 | COc1ccc(CCNC(=O)COC(=O)c2cnc(C)cn2)cc1OC
i | -1.8 | CN1CCC(=NNC(=O)CN(c2ccc([N+](=O)[O-])cc2)S(=O)(=O)c2ccccc2)CC1
i | 0.18 | O=C(NC(=S)Nc1ccc(N2CCCC2)cc1)c1ccc(F)cc1
i | -0.66 | CCOc1ccc(C(C)NC(=O)Nc2ccccc2C(=O)OC)cc1 (stereo unspecified)
i | 0.29 | O=C(CCC(=O)NC1CCCCCCC1)Nc1nnc(C(F)(F)F)s1
i | 0.23 | Cc1ccc(C)c(S(=O)(=O)N2CCN(C(=O)c3ccc(OCc4c(C)noc4C)cc3)CC2)c1
i | 1 | Cc1nc(N2CCCCCC2)c2ccccc2n1
i | -1.96 | O=C(CCC(=O)c1ccc[nH]1)c1ccc(Cl)cc1
i | -0.02 | O=C(Nc1ccccc1)C1=C[C@@H](C2CCCCC2)C[C@@H](OCc2ccc(CO)cc2)O1
i | 2.1 | Oc1ccccc1/C=N/n1c(-c2ccccc2)n[nH]c1=S

An excerpt of these results, with each value named:
Cc1ccc(C)c(S(=O)(=O)N2CCN(C(=O)c3ccc(OCc4c(C)noc4C)cc3)CC2)c1
- KCNQ2 inh = i
- Kir21 block = 0.23
Oc1ccccc1/C=N/n1c(-c2ccccc2)n[nH]c1=S
- KCNQ2 inh = i
- Kir21 block = 2.1

(further entries)
KCNQ2 inh | Kir21 block | Structure
i | -0.87 | CN(Cc1ccccc1)C(=O)Cn1nc(C(F)(F)F)c2c1CCC2
i | -1.25 | Cc1ccccc1-n1c(SCC(N)=O)nc2sc(-c3ccccc3)cc2c1=O
i | -0.01 | CN=C1CC(C)(C)CC(=O)/C1=C(/O)CCC(=O)NC
i | 0.27 | CC(=O)OCC(=O)Nc1ccccc1OC(F)F
i | 0.24 | CC12C(=O)N(c3cccc(OC(=O)c4ccco4)c3)C(=O)C1C1c3ccccc3C2c2ccccc21 (stereo unspecified)
i | -0.09 | COc1ccc(-c2nnc(SCC(=O)Nc3ncc(C(F)(F)F)cc3Cl)n2CC(C)C)cc1
i | 2.38 | O=C(c1ccc2c(c1)OCO2)N1CCC2(CC1)Oc1ccc(Cl)cc1C(=O)C21CC(c2cccnc2)=NO1 (stereo unspecified)
i | -0.49 | O=S(=O)(Nc1ccc(O)c2ccccc12)c1ccc(F)cc1
i | -0.45 | CCOc1ccc(-n2c(SCC(=O)Nc3cc(C)on3)nc3c(c2=O)SCC3)cc1
i | 0.63 | Cc1nc(SCC(=O)NCc2ccco2)c2c(=O)n(C)c(=O)n(CC(C)C)c2n1
i | -1.99 | O=[N+]([O-])c1cc(S(=O)(=O)N2CCCC2)ccc1NN=C1CCCCC1
i | 0.7 | COc1ccccc1/C=C/C(=O)Nc1cccnc1Cl
i | 1.89 | COc1ccc(N2CCN(c3nc(-c4cccs4)nc4ccccc34)CC2)cc1
i | 2.28 | COc1ccc(C(=O)Nc2c(C)csc2C(=O)O)cc1
i | -0.18 | CC(OC(=O)c1cc2ccccc2cc1O)C(=O)Nc1ccc(S(N)(=O)=O)cc1 (stereo unspecified)
i | -0.73 | CCC(C)(NC(=O)Cc1c[nH]c2ccccc12)C(=O)NC1CCCCC1 (stereo unspecified)
i | 1.02 | Cn1c(=O)n(C)c2cc(NS(=O)(=O)c3ccc4c(c3)CCCC4)ccc21
i | 0.95 | Cc1ccccc1CN1CCN(C(C)C(=O)NCc2ccccc2)CC1 (stereo unspecified)
i | -0.02 | CC(=O)c1ccc(Nc2nc(NCCO)nc(OC(C(F)(F)F)C(F)(F)F)n2)cc1
i | -0.86 | Cc1ccc(S(=O)(=O)CCC(=O)Nc2cccc(Cl)c2)cc1
i | -0.07 | Cc1ccc(NC(=O)CCC2CC(C)(C)OC2=O)cc1 (stereo unspecified)
i | 2.39 | COC(=O)CCCCC(=O)C1C(=O)CC(C)(C)C(C(=O)OC)C1=O (stereo unspecified)
i | -1.35 | COc1ccccc1C1C(C(=O)c2ccc(C)o2)=C(O)C(=O)N1c1cc(C)on1 (stereo unspecified)
i | 0.73 | O=C(OCCN1CCOCC1)c1ccccc1

Some of the entries so far, with two lines to a compound:
Results follow in this order: KCNQ2 inh | Kir21 block
COc1ccc(N2CCN(c3nc(-c4cccs4)nc4ccccc34)CC2)cc1
→ i | 1.89
Cc1ccccc1CN1CCN(C(C)C(=O)NCc2ccccc2)CC1 (stereo unspecified)
→ i | 0.95
Cc1ccc(S(=O)(=O)CCC(=O)Nc2cccc(Cl)c2)cc1
→ i | -0.86
COC(=O)CCCCC(=O)C1C(=O)CC(C)(C)C(C(=O)OC)C1=O (stereo unspecified)
→ i | 2.39

Additional records:
KCNQ2 inh | Kir21 block | Structure
i | -0.07 | Cc1cccc2nc(-c3ccco3)c(Nc3ccccc3)n12
i | -0.98 | O=C(Nc1ccc(S(=O)(=O)N2CCCC2)cc1)c1ccc(Br)o1
i | -0.03 | CCN1CCN(c2ccc(NC(=O)c3cccc(N4CCCC4=O)c3)cc2)CC1
i | 0.82 | O=C(/C=C/c1cccc([N+](=O)[O-])c1)N1CCN(c2ccccc2F)CC1
i | 1.36 | COc1cc(C(=O)NCC(c2ccco2)N2CCCC2)ccc1OCc1c(C)noc1C (stereo unspecified)
i | -0.04 | Cc1ccc(-c2ccc(=O)n(CC(=O)NCCC(C)C)n2)cc1
i | 1.56 | Cc1nn(CC(=O)NCCN2CCOCC2)c(C)c1[N+](=O)[O-]
i | -0.66 | Cn1cccc1/C=N\NC(=O)C1COc2ccc(C(C)(C)C)cc2O1 (stereo unspecified)
i | -0.5 | COc1ccc(/C=N/NC(=O)c2ccccc2Cl)cc1CSc1nc2ccccc2s1
i | 0.04 | CCCNC(=O)C12CCC(C)(c3nc4cc(C)c(C)cc4nc31)C2(C)C (stereo unspecified)
i | 0.92 | O=c1cc(CSc2n[nH]c(=O)n2C2CC2)c2ccc(O)cc2o1
i | -1.01 | CCOC(=O)Cc1csc(NC(=O)CSc2nnc(-c3ccc(F)cc3)o2)n1
i | -0.86 | O=C(CN1CCCCC1)Nc1ccc(N2CCCCCC2)cc1
i | 0.36 | COCCCNC(=O)c1c(N)n(/N=C/c2cccnc2)c2nc3ccccc3nc12
i | -0.24 | O=C(COC(=O)C1CCN(c2ccc(C(F)(F)F)cn2)CC1)c1ccc(F)cc1
i | -0.41 | O=C(Nc1ccc(NC(=O)C2CC2)nc1)c1ccccn1
i | -0.03 | Cc1cc(OC(F)F)ccc1NC(=S)NCCc1ccccc1
i | 0.1 | COc1cccc(C(=O)Nc2nnc(-c3ccccc3)s2)c1OC
i | -0.49 | N/C(Cc1ccc([N+](=O)[O-])cc1)=N\OC(=O)COc1cccc2ccccc12
i | 0.11 | COc1ccc(Cc2nnc(NC(=O)C3CCCO3)s2)cc1 (stereo unspecified)
i | 0.58 | COc1cc(C(=O)N/N=C(\C)Cc2ccccc2)cc(OC)c1OC
i | -0.28 | O=C(CSc1n[nH]c(-c2ccncc2)n1)c1ccccc1
i | -0.55 | Cc1ccc2c(c1)C(c1ccccc1)N(C(=O)c1c(F)cccc1Cl)CC(=O)N2 (stereo unspecified)
i | 0.52 | Cc1ccc(C)c(SCC(=O)Nc2cccnc2Cl)c1
i | -0.7 | O=C(CCN1CCOCC1)Nc1ccccc1
i | -0.24 | CCOC(=O)CC(NS(=O)(=O)c1ccc(NC(C)=O)cc1)c1ccc(OCC)cc1 (stereo unspecified)
i | -2.08 | CC1CC(C)CN(S(=O)(=O)c2ccc3c(c2)CCN3C(=O)C2CC2)C1 (stereo unspecified)
i | -0.66 | COc1ccc(-n2ncc3c2CC(C)(C)CC3NC(=O)C2CCN(C(C)=O)CC2)cc1 (stereo unspecified)
i | -0.67 | Cc1nnc(SCC(=O)N2CC(=O)Nc3ccccc32)s1
i | 1.82 | CCOC(=O)N1CCN(C(=O)Nc2ccc(Cl)cc2)CC1
i | -0.01 | COC(=O)c1ccc2c(=O)n(NC(=O)C(c3ccccc3)c3ccccc3)c(=S)[nH]c2c1
i | 2.61 | CCOc1ccc(/C=N/NS(=O)(=O)c2ccc(C)cc2)cc1OC
i | 0.03 | CC(C)(C)C(=O)C(Cc1ccccc1)n1cncn1 (stereo unspecified)
i | 0.83 | CN(NC(N)=O)c1ncc(C(F)(F)F)cc1Cl
i | 1.72 | O=S(=O)(NN1CCOCC1)c1ccc(Cl)s1
i | 2.7 | Cc1ccc(C(=O)Nc2ncc(Cc3ccccc3)s2)o1

Record cards (already shown).
`CC(C)(C)C(=O)C(Cc1ccccc1)n1cncn1` (stereo unspecified) as listed: KCNQ2 inh: i; Kir21 block: 0.03
`CCOC(=O)CC(NS(=O)(=O)c1ccc(NC(C)=O)cc1)c1ccc(OCC)cc1` (stereo unspecified) as listed: KCNQ2 inh: i; Kir21 block: -0.24
